# Compound activity (PubChem)
# PPARg SRC2 recr: PPARgamma-driven SRC-2 recruitment agonism; P37231; PPARgamma LBD-SRC-2 recruitment, biochemical; activation, % at 8 µM; hit rate 0.34% among 200,000; in the data active = activation above about 22%;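 note: 0% = vehicle and 100% = reference agonist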
# Target sequence (P37231 whole entry, looked up, the tested form may be a part): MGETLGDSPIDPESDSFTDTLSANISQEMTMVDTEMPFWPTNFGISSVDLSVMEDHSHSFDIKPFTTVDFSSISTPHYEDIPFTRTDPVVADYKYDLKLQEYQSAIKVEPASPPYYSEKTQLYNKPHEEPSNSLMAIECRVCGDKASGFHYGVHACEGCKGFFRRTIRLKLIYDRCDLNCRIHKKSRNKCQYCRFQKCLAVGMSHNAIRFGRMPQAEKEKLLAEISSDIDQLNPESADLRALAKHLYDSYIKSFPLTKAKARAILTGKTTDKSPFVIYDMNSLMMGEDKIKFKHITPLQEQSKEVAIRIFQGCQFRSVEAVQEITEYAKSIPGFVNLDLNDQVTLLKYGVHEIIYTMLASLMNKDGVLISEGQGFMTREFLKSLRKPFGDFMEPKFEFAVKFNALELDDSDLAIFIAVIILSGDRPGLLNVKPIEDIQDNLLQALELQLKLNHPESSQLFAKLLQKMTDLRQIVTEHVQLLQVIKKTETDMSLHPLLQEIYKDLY
# RAM network inh: blocks the yeast RAM network. S. cerevisiae dse1pr::URA3 reporter, 5-FOA growth OD615, 2 d; analog-sensitive cbk1-as2 kinase mutant strain. inhibition, % at 50 µM. hit rate 1.8% among 190,000. AID 868;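 active = inhibition above a set limit, 3 SD over mean compound inhibition, cut at about 8.4% in these data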;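 note: 0% = DMSO-only wells with no growth and 100% = 10 µM 1-NA-PP1 full growth; inhibition rescues growth on 5-FOA so higher OD means more RAM inhibition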
# SRC2 TRFRET art: TR-FRET artefact, counter-screen to PPARgamma/SRC-2 agonist assay; hits give high values; hit rate 0.4% among 200,000; TR-FRET ratio at 8 µM; AID 1049; in the data active = TR-FRET ratio above about 2000; note: inactives centre near 1500
# L major viab: Leishmania major promastigote growth inhibition; Leishmania major promastigotes, resazurin fluorescence viability; inhibition, % at 10 µM; hit rate 9% among 200,000; in the data active = inhibition above about 50%;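 note: promastigotes grown with compound for 44 hours at 28 °C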
# bIAP inhibitor: intestinal alkaline phosphatase (bovine) inhibition. purified bovine IAP, CDP-star luminescence, 30 min. inhibition, % at 20 µM. 190,000 tested, under 10 active. AID 1019;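 active = over 50% inhibition of intestinal alkaline phosphatase at 20 µM in the single-dose screen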
#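 test system = bovine IAP enzyme | medium = DEA buffer 100 mM, pH 9.8, with MgCl2 1.0 mM, ZnCl2 0.02 mM | detection = luminescence | dosing = single compound dose of 20 µM, 2% DMSO final | incubation = 30 min reaction at room temperature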
# ROMK primary: human ROMK K+ channel modulation, primary screen; P48048; Tet-inducible ROMK, thallium flux fluorescence; actives lie on both sides; B-score at 10 µM; hit rate 2% among 130,000;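 active = signal ratio slope over the read window, or its plate-corrected B-score, at least 3 SD from the plate mean, either direction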;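 note: B-score of the F/F0 ratio slope over 7 to 12 s after thallium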
# PPARg SRC1 recr: promotes SRC-1 coactivator recruitment by human PPARgamma; P37231; activation, % at 8 µM; hit rate 0.41% among 200,000; PPARgamma-SRC-1 coactivator recruitment biochemical assay; in the data active = activation above about 19%;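 note: 0% = DMSO and 100% = reference agonist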
# DTT redox prof: compounds producing H2O2 with reducing agent – biochemical, NIH compound library profiling, artefact control for MLSCN library redox annotation, primary screen. DTT-dependent redox cycling H2O2, phenol red/HRP absorbance; 100% = 100 µM peroxide control, 0% = buffer. activation, % at 10 µM. hit rate 0.03% among 200,000;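 active = activation of at least 50% relative to the plate's high and low controls in the primary single-dose screen; inactive = activation below 50%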;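 note: compound incubated with DTT at 0.8 mM final as the reducing agent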
# PPARg SRC-3 ag: promotes SRC-3 coactivator recruitment by human PPARgamma | P37231 | biochemical PPARgamma/SRC-3 coactivator recruitment assay | activation, % at 8 µM | hit rate 0.26% among 200,000 | AID 731; in the data active = activation above about 23%;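 note: 0% = DMSO and 100% = reference agonist; some compounds past the cut are filed as inactive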
# S1P3 antagonist: antagonists of human S1P3 receptor | hit rate 0.27% among 170,000 | inhibition, % at 4.98 µM | Q99500 | CHO S1P3 NFAT-BLA reporter, FRET fluorescence, antagonist mode;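 active = inhibition above the plate cutoff, the mean inhibition of test wells on that plate plus 3 SD, cut at about 28% in these data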;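 note: cells challenged with S1P at its EC80 of 0.8 µM; blue over green emission ratio from cleaved BLA substrate after 4 h stimulation; 0% = S1P-stimulated wells and 100% = unstimulated DMSO-only wells; some compounds past the cut are filed as inactive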
# Target sequence (Q99500 whole entry, looked up): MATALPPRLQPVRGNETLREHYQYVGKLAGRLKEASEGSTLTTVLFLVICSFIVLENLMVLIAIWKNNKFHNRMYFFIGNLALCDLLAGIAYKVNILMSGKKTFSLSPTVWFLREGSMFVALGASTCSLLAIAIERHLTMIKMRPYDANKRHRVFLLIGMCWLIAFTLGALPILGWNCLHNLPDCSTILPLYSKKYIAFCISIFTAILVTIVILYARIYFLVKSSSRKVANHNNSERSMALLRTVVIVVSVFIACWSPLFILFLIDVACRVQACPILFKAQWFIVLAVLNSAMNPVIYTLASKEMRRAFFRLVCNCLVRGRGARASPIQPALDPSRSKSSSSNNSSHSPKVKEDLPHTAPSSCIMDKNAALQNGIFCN
# Efa HMGR inh: E. faecalis class II HMG-CoA reductase inhibition | purified E. faecalis HMGR, NADPH absorbance 340 nm kinetic | inhibition, % at 10 µM | hit rate 0.41% among 190,000 | AID 1066;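 active = inhibition above a set limit, the median over all tested compounds plus 3 SD, cut at about 9.5% in these data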;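 note: enzyme runs in reverse so mevalonate oxidation gives rising NADPH absorbance; 0% = complete reaction with DMSO and 100% = background rate lacking mevalonate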
# * marks the source's active call; other numbers are inactive results; / = not tested or not shown; & = joins results of further samples.
# Values run as follows: PPARg SRC2 recr	RAM network inh	SRC2 TRFRET art	L major viab	bIAP inhibitor	ROMK primary	PPARg SRC1 recr	DTT redox prof	PPARg SRC-3 ag	S1P3 antagonist	Efa HMGR inh
CC(C)CC(NC(=O)C(NC(=O)OC(C)(C)C)C(C)C)C(=O)NC(CCC(=O)OCc1ccccc1)C(N)=O (stereo not drawn)
    14.6	-0.9	1642	-2.0	17.1	-1.36	4.5	1.1	2.5	/	-2.0
Cc1ccc(NC(=O)N2CCC(c3nc4c(nnn4Cc4c(F)cccc4Cl)c(=O)[nH]3)CC2)cc1
    -0.5	4.6	1503	-3.5	-1.1	-0.677	-3.6	-0.1	-16.3	/	2.2
N#Cc1ccccc1CSC1=NCCS1
    -4.1	-0.5	1493	-0.9	2.9	-0.168	5.3	-0.7	0.1	-2.4	-4.4
CC(OC(=O)CNC(=O)C12CC3CC(CC(C3)C1)C2)C(=O)Nc1ccc(N2CCOCC2)cc1 (stereo not drawn)
    -1.2	-0.1	1575	3.4	9.6	1.41	1.4	-0.4	8.7	/	-7.0
CC(=O)N1c2ccccc2NC2=C(C(=O)CCC2)C1c1cccnc1 (stereo not drawn)
    6.2	-0.2	1678	-3.2	1.7	-0.568	0.0	-1.5	-1.2	-18.6	5.7
CC(=O)c1cccc(NS(=O)(=O)c2ccc(N/C=C\C(=O)c3ccc(C)cc3)cc2)c1
    10.9	6.4	1564	2.7	6.5	/	2.2	-4.7	16.0	/	-1.0
O=C(Cc1ccccc1)c1c[nH]c(C(=O)NCCCn2ccnc2)c1
    5.5	2.9	1484	-6.4	-49.1	0.406	-2.1	0.4	-1.5	0.8	2.0
NNC(=O)c1cc(-c2ccco2)[nH]n1
    4.6	0.7	1745	1.9	-16.0	-0.516	0.4	-0.4	3.9	-4.6	-4.5
C/C=C/c1ccc(OC)c(OC(C)=O)c1
    7.3	0.7	1467	-6.7	1.5	-0.0574	10.2	-0.2	-0.1	33.9	-3.8
CCN(CCCNC(=O)CCNC(=O)Cn1cnc2ccccc2c1=O)c1cccc(C)c1
    2.2	1.4	1395	-1.2	9.8	/	7.7	-1.2	-3.3	-2.8	-1.6
COc1ccccc1Nc1ncc(-c2cccs2)s1
    5.3	9.9*	1545	-2.8	30.0	-0.18	4.4	-0.9	14.9	/	-6.5
Cc1nn(-c2ccc(F)cc2)c2sc(C(=O)OCC(=O)N3CCC(C)CC3)cc12
    10.7	1.5	1647	-8.9	-1.3	/	7.3	0.9	-3.7	-0.6	1.1
NNC(=O)C1CCCn2c1nc1sc3c(c1c2=O)CCCC3 (stereo not drawn)
    1.8	-0.8	1485	-0.8	9.7	/	4.4	2.8	-4.9	/	-1.7
CC(c1ccco1)N(C(=O)c1ccccc1F)c1ccccn1 (stereo not drawn)
    4.6	2.2	1633	-4.5	-13.1	0.00562	4.1	-2.2	1.0	-0.6	-0.6
Cc1ccc(SCC(=O)c2c(C)[nH]c3ccccc23)cc1
    -1.1	6.3	1548	-2.9	41.4	0.479	-3.2	0.4	-1.0	-24.4	-0.9
COc1ccccc1NC(=O)c1c(NC(=O)c2ccco2)sc2c1CCC2
    0.6	3.4	1620	0.7	0.5	0.274	4.3	-0.6	-3.5	17.8	-0.6
Fc1ccc(CNCc2ccccc2C(F)(F)F)cc1
    4.4	2.2	1479	-6.0	1.5	-0.764	9.2	-0.6	2.8	-2.3	-2.4
CCC(=O)Nc1ccccc1C(=O)N1CCCC1
    -4.7	1.1	1467	-4.1	12.7	1.29	-0.2	0.3	-3.0	/	-3.9
CC(=O)Nc1ccc(Cl)cc1C(=O)O
    1.2	1.7	1456	-5.8	6.9	0.903	-3.6	2.3	-11.3	-9.1	-3.8
Cc1ccc(OCCn2c3ccccc3n3nc(C)c(=O)nc23)cc1
    4.3	2.7	1516	10.2	-9.4	-0.431	7.5	0.1	2.2	-10.2	-0.9
CCOC(=O)N1CCN(C(=O)c2ccc(NC(C)=O)cc2)CC1
    0.7	1.1	1562	-5.8	3.1	/	7.7	2.0	3.6	/	-4.5
CSc1ccc(/C=C/C(=O)c2ccc(NC(C)=O)cc2)cc1
    4.1	2.0	1683	57.2*	14.2	/	12.2	0.0	-0.6	/	-1.6
CCc1ccc(C2CC(=O)N(c3cccc(F)c3)C3=C2C(=O)OC3)cc1 (stereo not drawn)
    -2.8	1.2	1703	-6.5	2.4	-0.134	5.9	0.3	0.8	0.1	0.1
O=C(CN1CCN(C(=S)NC2CCCC2)CC1)Nc1ccc(Oc2ccccc2)cc1
    -8.5	-0.7	1551	2.3	35.0	/	2.8	0.3	-11.5	-24.3	-2.1
Cc1cc(N/N=C/c2c[nH]c3ccccc23)c2ccccc2n1
    -5.2	-0.8	1451	1.7	14.8	-0.0176	-4.8	-0.3	0.7	-0.6	-2.4
CC(C)c1nc(N2CCOCC2)c(C#N)c2c1COC(C)(C)C2
    -7.2	0.5	1501	4.5	-0.2	-1.99	3.0	-0.1	-6.0	/	0.0
c1ccc(N2CCN(Cc3cn4ccccc4n3)CC2)cc1
    0.9	0.3	1612	-3.9	-5.5	0.0598	2.2	0.2	-0.5	-4.9	-4.5
CC(=O)Nc1ccc(/C(C)=N/NS(=O)(=O)c2ccc(C)cc2)cc1
    13.4	-1.0	1759	-2.0	1.3	/	12.4	0.5	7.0	/	-4.3
Cc1cc(C)c(C)c(S(=O)(=O)Nc2ccc(C(N)=O)cc2)c1C
    1.9	8.0	1533	0.0	2.8	-0.00485	-0.1	-1.2	0.2	-4.1	-10.3
CCN(CC)S(=O)(=O)c1ccc(N2CCOCC2)c(NC(=O)c2c3c(nc4ccccc24)CCC3)c1
    5.0	5.4	1478	-2.3	47.1	/	-2.3	0.7	5.7	-28.7	-8.2
O=C(CCc1nc(-c2ccccc2F)no1)NC1CCN(Cc2ccccc2)CC1
    9.2	2.7	1405	-0.6	0.5	/	-0.5	1.8	-2.6	-39.5	-6.5
O=C(O)C1C2C=CC(C2)C1C(=O)NCc1cccs1 (stereo not drawn)
    -0.1	2.9	1542	-3.9	-1.5	0.0192	-2.4	-1.5	2.0	-16.7	-4.3
Cc1ccc(Nc2nnc(SC/C(O)=C(\C#N)c3nc4ccccc4[nH]3)s2)c(C)c1
    -3.7	2.0	1534	-3.4	-11.1	/	-3.2	0.8	-0.2	-12.6	-13.8
COc1cc2c(cc1NC(=O)CSc1cccc[n+]1[O-])oc1ccccc12
    4.1	5.9	1629	-3.9	-1.7	-0.983	4.3	0.2	1.1	-7.5	-1.3
O=C(NCCCN1CCCC1=O)C1CCCO1 (stereo not drawn)
    -4.9	0.5	1512	-7.3	0.0	0.79	0.2	0.1	1.0	-7.5	4.2
Cc1cc(C(=O)OCC(=O)Nc2ccccc2[N+](=O)[O-])c2ccccc2n1
    1.7	4.8	1509	-4.8	-108.5	/	5.5	-0.2	-0.2	2.6	-4.8
COc1cc(OC)nc(NC(=O)COC(=O)c2cccc(Cl)c2)n1
    8.9	0.6	1509	-5.2	-15.5	1.09	-5.1	-4.0	0.9	-12.1	-7.5
Cc1cn2c(-c3ccncc3)nnc2s1
    -2.0	0.3	1691	-0.2	0.7	-0.759	12.5	0.1	4.3	/	1.8
Cc1ccc(CNC(=O)CCn2nc(-c3ccc(Cl)cc3)ccc2=O)cc1
    -1.2	0.5	1564	-0.6	2.0	/	5.4	0.5	4.3	/	-1.5
CC(=O)Nc1c2c(nn1-c1cccc(Cl)c1)CS(=O)C2 (stereo not drawn)
    1.1	0.0	1764	-3.0	-2.6	/	1.1	-3.2	1.6	-8.4	0.7
COC(=O)c1oc2ccc(Cl)cc2c1-n1cccc1
    1.0	4.0	1728	-4.2	1.6	/	-3.7	2.4	-4.6	/	-0.9
CCOCCCNC(=O)C(NC(=O)c1cnccn1)c1ccc(OC)cc1 (stereo not drawn)
    6.9	0.0	1538	-3.0	-1.9	0.448	11.2	-1.2	1.6	/	-5.5
O=C(/C=C/c1ccccc1)Oc1cccc(C(=S)N2CCOCC2)c1
    1.6	1.4	1418	0.1	-14.2	/	7.9	-0.9	5.2	-7.7	0.0
O=C(NCc1nnc(SCc2ccc(F)cc2)n1-c1ccc(F)cc1)C12CC3CC(CC(C3)C1)C2
    -3.3	0.4	1501	17.7	11.6	/	0.2	0.1	0.4	-26.5	-1.4
O=C(O)CCCNC(=O)C(c1ccccc1)c1ccccc1
    5.6&5.5	1.2&1.0	1556&1415	-6.6&-0.8	12.0&2.4	-0.0208&-0.0325	-5.8&1.8	-0.2&-0.2	1.1&1.3	-12.8&-4.2	2.1&-8.6
N#CCSc1nc2scc(-c3cccs3)c2c(=O)n1CCc1ccccc1
    -7.6	5.2	1334	47.8	24.9	/	6.7	0.0	8.0	9.0	-6.5
Cc1ccc(CC2SC(=O)NC2=O)cc1Cl (stereo not drawn)
    1.6	0.8	1610	-2.5	7.5	/	2.5	-2.5	1.1	/	1.2
CCOc1ccc(-c2nnc3sc(COc4ccc(Cl)cc4)nn23)cc1
    3.4	1.3	1559	-3.4	21.6	/	0.6	-0.3	9.6	-17.7	-1.3
COC(=O)CNC(c1ccccc1)c1cc(C)ccc1NC(=O)c1cccc(Cl)c1 (stereo not drawn)
    6.7	-0.6	1411	15.5	6.2	-0.167	-2.5	-0.7	5.6	13.2	-3.5
CC1CCCCN1C(=O)CSc1ccc(-c2ccc(F)cc2)nn1 (stereo not drawn)
    -8.3	1.0	1697	15.3	1.0	-0.42	2.8	-0.4	-3.0	9.6	-2.3
O=C(CCCN1C(=O)/C(=C\c2ccccc2)SC1=S)Nc1ccc(O)cc1
    3.5	0.8	1590	39.0	7.8	-1.18	4.9	0.4	6.4	-7.7	-4.2
CN(C)c1ccc2c3c(cccc13)C(=O)N(c1ccccc1)C2=O
    -0.7	1.2	1722	-6.8	-12.7	-2.14	-6.1	-0.3	4.5	4.9	-4.5
CCC(C)(C)NC(=O)C(c1ccco1)N(C(=O)CNC(=O)c1cccs1)c1cccnc1 (stereo not drawn)
    6.3	1.7	1630	-3.8	0.6	/	2.8	-0.9	15.5	/	2.1
c1cncc(-c2nc3ccccn3c2Nc2ccc3c(c2)OCCO3)c1
    3.4	0.8	1666	11.6	8.5	/	6.5	-1.9	9.6	0.0	-2.9
COc1ccc(N(Cc2ccccc2)C(=O)c2ccccc2[N+](=O)[O-])cc1
    -6.0	4.0	1610	17.7	0.0	-1.74	-7.4	0.3	-1.3	/	-4.9
COc1ccc(N2CCN(CCCNS(=O)(=O)c3ccc4c(c3)oc(=O)n4C)CC2)cc1
    2.6	0.7	1454	-8.3	4.0	/	4.0	0.3	-8.0	-29.9	-2.9
